Screening results from PubChem.
bIAP inh: blocks bovine intestinal alkaline phosphatase activity; purified bovine IAP, CDP-star luminescence, 30 min; inhibition, % at 20 µM; 190,000 tested, under 10 active; AID 1019;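 active = over 50% inhibition of intestinal alkaline phosphatase at 20 µM in the single-dose screen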
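Assay system – bovine IAP enzyme · Quantity – bovine IAP at 1/65,000,000 final dilution · Detection – CDP-star luminescence signal · Times – 30 min reaction at room temperature · Also added – CDP-star substrate at 30 µM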
bIAP activator: increases bovine intestinal alkaline phosphatase activity. purified bovine IAP, CDP-star luminescence, 30 min; stronger effect = higher value; fold of DMSO-control signal, blank-subtracted. activation factor at 20 µM. 200,000 tested, 0.17% active;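 active = activation factor of 2 or more at 20 µM, a signal rise over negative controls twice the positive control's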
S1P3 antagonist: S1P3 (human) receptor antagonism; inhibition, % at 4.98 µM; AID 485; 170,000 tested, 0.27% active; CHO S1P3 NFAT-BLA reporter, FRET fluorescence, antagonist mode; Q99500;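 active = inhibition above the plate cutoff, the mean inhibition of test wells on that plate plus 3 SD, cut at about 28% in these data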;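 also: cells challenged with S1P at its EC80 of 0.8 µM; blue over green emission ratio from cleaved BLA substrate after 4 h stimulation; 0% = S1P-stimulated wells and 100% = unstimulated DMSO-only wells; some compounds past the cut are filed as inactive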
Target sequence (Q99500 whole entry, looked up): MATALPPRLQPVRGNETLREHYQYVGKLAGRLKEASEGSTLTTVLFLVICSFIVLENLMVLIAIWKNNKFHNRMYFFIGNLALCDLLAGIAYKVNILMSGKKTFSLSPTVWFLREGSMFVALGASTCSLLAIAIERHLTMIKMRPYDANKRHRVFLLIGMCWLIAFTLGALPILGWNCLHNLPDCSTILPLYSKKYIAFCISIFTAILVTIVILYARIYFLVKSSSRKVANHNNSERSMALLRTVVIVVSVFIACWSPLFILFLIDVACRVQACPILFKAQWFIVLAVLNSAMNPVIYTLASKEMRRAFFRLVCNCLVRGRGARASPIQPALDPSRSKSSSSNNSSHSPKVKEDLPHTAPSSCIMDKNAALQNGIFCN
ROMK mod: modulators of human ROMK potassium channel; AID 1918; P48048; Tet-inducible ROMK, thallium flux fluorescence; actives lie on both sides; 130,000 tested, 2% active; B-score at 10 µM;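 active = signal ratio slope over the read window, or its plate-corrected B-score, at least 3 SD from the plate mean, either direction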;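 also: B-score of the F/F0 ratio slope over 7 to 12 s after thallium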
Target sequence (P48048 whole entry, looked up): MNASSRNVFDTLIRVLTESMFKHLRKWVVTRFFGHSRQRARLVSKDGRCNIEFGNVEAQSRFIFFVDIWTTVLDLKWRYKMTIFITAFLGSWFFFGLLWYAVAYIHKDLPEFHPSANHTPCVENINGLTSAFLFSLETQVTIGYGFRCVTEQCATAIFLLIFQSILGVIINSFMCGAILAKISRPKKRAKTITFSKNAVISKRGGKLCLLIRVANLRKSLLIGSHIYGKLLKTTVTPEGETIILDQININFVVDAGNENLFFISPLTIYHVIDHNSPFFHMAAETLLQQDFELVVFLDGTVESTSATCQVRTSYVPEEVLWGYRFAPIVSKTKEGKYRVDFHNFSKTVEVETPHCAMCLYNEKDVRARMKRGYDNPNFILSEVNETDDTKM
Numbers without * were called inactive; nt = not tested or not shown. These rows are one share of the data (hit frequency here may not be typical).

Fields: bIAP inh	bIAP activator	S1P3 antagonist	ROMK mod
CCCn1c(C(C)NC(=O)c2ccccc2)n[nH]c1=S (stereo not given)
→ nt	nt	-5.6	nt
CCOC(=S)SCC(=O)Nc1ncc(C)s1
→ nt	nt	11.4	nt
CCOC(=O)c1cnc(-n2nc(C)cc2C)nc1NNc1nc(C)cc(C)n1
→ nt	nt	3.4	nt
CCSc1nnc(Cc2cc(=O)[nH]c(=O)[nH]2)n1-c1ccc(Cl)cc1
→ nt	nt	-9.1	nt
COc1ccc(C2CC(c3ccc4ccccc4c3OC(C)=O)=NN2C(C)=O)cc1 (stereo not given)
→ nt	nt	15.0	nt
CC(C)n1ncc2c(C(=O)O)cc(C3CC3)nc21
→ nt	nt	2.4	nt
COc1ccc(C(=O)NCC2(c3ccccc3)CCOCC2)cc1
→ nt	nt	-8.3	nt
CCCSc1ncccc1C(=O)O
→ nt	nt	3.1	nt
O=C1NN(c2cccc(Br)c2)C(=O)/C1=C/c1ccc(-c2cc([N+](=O)[O-])ccc2O)o1
→ nt	nt	-1.8	nt
O=C(NNC(=O)c1cnccc1C(F)(F)F)c1ccc(Cl)cc1
→ nt	nt	5.2	nt
CC1Cc2ccccc2N1CC(=O)Nc1ccc(S(=O)(=O)N(C)C)cc1 (stereo not given)
→ nt	nt	6.9	nt
O=C(COC(=O)CNC(=O)c1ccc(Cl)cc1)Nc1cccc(S(=O)(=O)N2CCCC2)c1
→ nt	nt	0.0	nt
COCCCNC(=S)NNC(=S)Nc1ccccc1
→ nt	nt	8.9	nt
C/C(CC(=O)Nc1ccc2c(c1)OCO2)=N\NC(=O)c1ccc(N)cc1
→ nt	nt	4.8	nt
CC(=O)N(/N=C/c1ccc([N+](=O)[O-])o1)c1nc2ccccc2c(=O)n1-c1ccccc1
→ nt	nt	14.2	nt

An excerpt of these results, as tab-separated lines.
SMILES	bIAP inh	bIAP activator	S1P3 antagonist	ROMK mod
COc1ccc(C2CC(c3ccc4ccccc4c3OC(C)=O)=NN2C(C)=O)cc1 (stereo not given)	nt	nt	15.0	nt
CC(C)n1ncc2c(C(=O)O)cc(C3CC3)nc21	nt	nt	2.4	nt
COc1ccc(C(=O)NCC2(c3ccccc3)CCOCC2)cc1	nt	nt	-8.3	nt

More compounds.
Fields: bIAP inh	bIAP activator	S1P3 antagonist	ROMK mod
CC(C)(CC(=O)O)CC(=O)NCc1c(Cl)cccc1Oc1ccccc1
→ nt	nt	-4.2	nt
Cc1onc(-c2c(Cl)cccc2Cl)c1-c1nnc(-c2ccc(Cl)cc2)o1
→ nt	nt	-6.4	nt
Cc1sc2nc(CC(=O)NN)[nH]c(=O)c2c1C
→ nt	nt	2.9	nt
S=c1[nH]nc(-c2ccccn2)n1/N=C/c1ccc(Cl)c(Cl)c1
→ nt	nt	-5.2	nt
CCOC(=O)c1ccc(N=CC2=C(O)CC(c3ccco3)CC2=O)cc1 (stereo not given)
→ nt	nt	nt	0.105
CCCOc1ccc(/C(O)=C2/C(=O)C(=O)N(CCN3CCOCC3)C2c2ccccc2)cc1 (stereo not given)
→ nt	nt	nt	-0.00881
O=C(C1=C(O)C(=O)N(CCCN2CCOCC2)C1c1ccccn1)c1cccs1 (stereo not given)
→ nt	nt	nt	-0.106
Cc1nc(Nc2ncc3c(n2)CC(C)(C)CC3=O)nc2ccccc12
→ nt	nt	nt	0.634
CCN(CC)CCCN1C(=O)C(=O)/C(=C(/O)c2ccc(OC)cc2)C1c1ccco1 (stereo not given)
→ nt	nt	nt	0.573
CCCOc1cccc(C2C(C(=O)c3ccc(C)o3)=C(O)C(=O)N2CCCN(C)C)c1 (stereo not given)
→ nt	nt	nt	0.0828
CCN(CC)CCNc1nc2c(c(=O)[nH]c(=O)n2C)n1CCOc1ccccc1
→ nt	nt	nt	-0.176
Cc1ccc2c(=O)c(CN(C)C3CCN(C)CC3)c(C)[nH]c2c1C
→ nt	nt	nt	-0.262
CN(C)CCCN1C(=O)C(O)=C(C(=O)c2cc3ccccc3o2)C1c1ccccn1 (stereo not given)
→ nt	nt	nt	-0.122
COC(=O)c1ccc(Oc2nc3ccccc3n3c(C)nnc23)cc1
→ nt	nt	nt	-0.294
CC1(C)Cc2c(sc3nc(SCC#N)n(C4CCCCC4)c(=O)c23)CO1
→ nt	nt	nt	-0.11

The final 3 compounds of the part above are carried over, then new ones follow:
Fields: bIAP inh	bIAP activator	S1P3 antagonist	ROMK mod
CN(C)CCCN1C(=O)C(O)=C(C(=O)c2cc3ccccc3o2)C1c1ccccn1 (stereo not given)
→ nt	nt	nt	-0.122
COC(=O)c1ccc(Oc2nc3ccccc3n3c(C)nnc23)cc1
→ nt	nt	nt	-0.294
CC1(C)Cc2c(sc3nc(SCC#N)n(C4CCCCC4)c(=O)c23)CO1
→ nt	nt	nt	-0.11
COC(=O)C1=C(N)Oc2cc(C)oc(=O)c2C1c1ccncc1 (stereo not given)
→ nt	nt	nt	0.883
COc1cccc(-c2nc(N3CCCCC3)c3ccccc3n2)c1O
→ nt	nt	nt	0.409
CCCCNC(=O)C(C#N)c1nc2ccccc2nc1N1CCN(Cc2ccc3c(c2)OCO3)CC1 (stereo not given)
→ nt	nt	nt	-0.0205
Cn1c(=O)c2c3c(sc2n2c(SCC(=O)c4ccc(Cl)cc4)nnc12)COC(C)(C)C3
→ nt	nt	nt	0.155
C=CCn1c(SCc2cc(=O)n3ccsc3n2)nc2scc(C3CC3)c2c1=O
→ -5.1	1.1	nt	nt
CCC(=O)Nc1ccccc1Nc1cc(C#N)c(C#N)cc1[N+](=O)[O-]
→ 14.3	0.9	nt	nt
CN1C2CCC1/C(=C\c1ccccc1Cl)C(=O)/C2=C\c1ccccc1Cl
→ 7.1	0.9	nt	nt
Cc1ccc(S(=O)(=O)C(C#N)c2nc3ccccc3nc2N2CCCCC2)cc1 (stereo not given)
→ 1.9	1	nt	nt
COc1cccc(CNC(=O)c2nnn(CC(=O)Nc3ccc(C)c(C)c3)c2N)c1
→ 13.9	0.9	nt	nt
Cc1cc(C)n2nc(C(=O)Oc3ccc4c(c3)OCO4)nc2n1
→ 3.8	1	nt	nt
COCCCn1c(=S)[nH]c2ccc(N3CCOCC3)cc2c1=O
→ 11.7	0.9	nt	nt
CCCC(C(=O)O)N1C(=O)/C(=C2\C(=O)N(C)c3ccccc32)SC1=S (stereo not given)
→ 13.0	0.9	nt	nt
O=C(O)C1CC=CCC1C(=O)N1CCN(c2nc(-c3ccccc3Cl)c3cc(Br)ccc3n2)CC1 (stereo not given)
→ -2.5	1	nt	nt
CCN(CC)CCCN1C(=O)C(=O)/C(=C(/O)c2ccccc2)C1c1cc(OC)ccc1OC (stereo not given)
→ 4.4	1	nt	nt
Cc1cc(=O)cc(C)n1-c1ccc2c(c1)nc(C)n2-c1ccccc1
→ -8.2	1.1	nt	nt

Some values from the entries so far.
Under bIAP activator, `Cc1ccc(S(=O)(=O)C(C#N)c2nc3ccccc3nc2N2CCCCC2)cc1` (stereo not given) is listed with 1
Under bIAP activator, `COc1cccc(CNC(=O)c2nnn(CC(=O)Nc3ccc(C)c(C)c3)c2N)c1` is listed with 0.9

The results go on:
Fields: bIAP inh	bIAP activator	S1P3 antagonist	ROMK mod
CC1CCCN(c2nc3c(c(=O)n(C)c(=O)n3C)n2Cc2ccccc2)C1 (stereo not given)
→ 31.8	0.7	nt	nt
COc1cc(C(=O)O/N=C(\N)c2ccccn2)cc(OC)c1OC
→ nt	nt	7.5	-0.371
CC(C)Oc1ccc(C(=O)NC(Cc2c[nH]c3ccccc23)C(=O)NN)cc1 (stereo not given)
→ nt	nt	4.6	-0.616
CC1(C)CC2(CCO1)OC(=O)CC2C(=O)Nc1c(Cl)cccc1Cl (stereo not given)
→ nt	nt	-2.4	0.533
COc1ccc2c3c1OC1CC(O)C=CC31CCN(C)C2 (stereo not given)
→ nt	nt	-7.5	-1.01
FC(F)(F)c1cccc(Nc2cc(-c3ccccc3)nc3ncnn23)c1
→ nt	nt	9.1	0.122
O=C(NCCC1=CCCCC1)C1CCC(CNc2c(N3CCCC3)c(=O)c2=O)CC1 (stereo not given)
→ nt	nt	-10.0	-0.0434
O=C(O)C1CCCCC1C(=O)NC(c1ccccc1)c1ccccc1 (stereo not given)
→ nt	nt	-12.6	-0.717
Cc1ccc(Cl)cc1NC(C#N)c1ccccc1 (stereo not given)
→ nt	nt	-5.5	-0.0386
Cc1ccc2c(c1)C(=O)OC1(O)C3C4C=CC(C4)C3C(=O)N21 (stereo not given)
→ nt	nt	4.8	0.236
NC(=S)C1COc2ccccc2O1 (stereo not given)
→ nt	nt	1.9	0.559
CC(C)Oc1ccc(C(=O)NC(=S)Nc2ccc(Cl)c(C(=O)O)c2)cc1
→ nt	nt	-18.9	0.71
CCOC(=O)c1c(C)[nH]c(C(=O)CN2CCN(CC)CC2)c1C
→ nt	nt	6.9	-0.709
Cc1cccc(NC(=S)NNC(=O)c2cccc([N+](=O)[O-])c2)c1
→ nt	nt	-3.0	-1.09
Cc1cc(C)cc(N(CC(=O)NC2CCC(C)CC2)S(=O)(=O)c2c(C)[nH]c(=O)[nH]c2=O)c1 (stereo not given)
→ nt	nt	-24.6	0.742

Nothing new here: an excerpt of the list.
Fields: bIAP inh	bIAP activator	S1P3 antagonist	ROMK mod
CC1CCCN(c2nc3c(c(=O)n(C)c(=O)n3C)n2Cc2ccccc2)C1 (stereo not given)
→ 31.8	0.7	nt	nt
COc1cc(C(=O)O/N=C(\N)c2ccccn2)cc(OC)c1OC
→ nt	nt	7.5	-0.371
CC(C)Oc1ccc(C(=O)NC(Cc2c[nH]c3ccccc23)C(=O)NN)cc1 (stereo not given)
→ nt	nt	4.6	-0.616

Next section.
Fields: bIAP inh	bIAP activator	S1P3 antagonist	ROMK mod
O=C1c2cccc3cc([N+](=O)[O-])cc(c23)C(=O)N1/N=C/c1ccc(O)cc1O
→ nt	nt	-7.5	0.372
COc1ccc(C(=O)Nc2ccccc2C(=O)N/N=C/c2ccccn2)cc1OC
→ nt	nt	6.3	0.756
CCc1nc(N2CCCCC2C(=O)O)c2oc3ccccc3c2n1 (stereo not given)
→ nt	nt	-9.3	0.013
CC1SCC(NC(=O)c2cccc(Cl)c2)CS1 (stereo not given)
→ nt	nt	-12.1	-0.335
NC(=O)c1ccc(-c2csnn2)cc1
→ nt	nt	-7.1	0.807
COc1ccc(NC(=S)N(CCO)Cc2cc3c(C)cc(C)cc3[nH]c2=O)cc1
→ nt	nt	2.6	-0.0252
Cc1cc(C)n(CCC(=O)N/N=C/c2cccc([N+](=O)[O-])c2)n1
→ nt	nt	4.1	-0.392
O=C(CN1C(=O)NC(Cc2c[nH]c3ccccc23)C1=O)NC1CC1 (stereo not given)
→ nt	nt	-5.6	-0.285
COc1ccc2nc(NC(=O)CC3Oc4ccccc4NC3=O)sc2c1 (stereo not given)
→ nt	nt	2.3	-0.0606
Fc1cc(F)c(C2SCCN2C(=S)Nc2cccc(C(F)(F)F)c2)c(F)c1 (stereo not given)
→ nt	nt	-1.2	0.0316
COc1ccc(CNCC(O)COc2ccc(C)cc2[N+](=O)[O-])cc1 (stereo not given)
→ nt	nt	0.5	-2.56*
c1ccc(Oc2nc(-c3cccnc3)nc3ccccc23)cc1
→ nt	nt	7.2	-0.0624
O=C(CCN1CCc2ccccc2C1)Nc1ccc(F)c(F)c1
→ nt	nt	-16.2	-0.159
CC(=O)Nc1sc(-c2ccc(Cl)cc2)nc1-c1ccccc1
→ nt	nt	8.2	-0.338
CC1(C)CCCN(Cc2c(O)ccc3c(=O)c(-c4nc5ccccc5s4)c(N)oc23)C1
→ nt	nt	-2.9	-0.728
O=C(CCN1C(=O)c2ccccc2C1=O)C1=NN[C@@H]2C(=O)N(c3ccc4c(c3)OCO4)C(=O)[C@H]12
→ nt	nt	-12.0	-0.425
Cc1ccc(F)cc1NC(=O)N1CCCN(c2ccc(C(F)(F)F)cn2)CC1
→ nt	nt	-25.6	-1.4
CC(C)(C)c1ccc(C(=O)Oc2ccccc2CCC(=O)O)cc1
→ nt	nt	-18.9	0.0239
COc1ccc2[nH]c(C(=O)NCc3ccccc3)cc2c1
→ nt	nt	-17.1	0.375
COC(=O)/C(=C/c1cn(C(C)=O)c2ccccc12)[N+](=O)[O-]
→ nt	nt	-6.8	0.389
COc1ccc(CN2CCOCCOCCOCCOCC2)cc1
→ nt	nt	3.6	0.217
CC(C)(C)N1CCC1CN (stereo not given)
→ nt	nt	-8.2	-0.601
Cc1ccc(SCc2c(C(=O)N/N=C/C3CC=CCC3)nnn2-c2nonc2N)cc1 (stereo not given)
→ nt	nt	9.4	-1.09
CCOC(=O)c1cn2nc(N3CCCCC3)ccc2n1
→ nt	nt	-0.5	0.776
CCOC(=O)C1=C(CS(=O)(=O)c2ccccc2)NC(=O)NC1c1ccc(O)c(OC)c1 (stereo not given)
→ nt	nt	13.7	-0.00564
O=C(/C=C/c1cccs1)NC(=S)Nc1ccc(C(=O)O)cc1
→ nt	nt	6.1	0.398
COC(=O)c1cccc(NC(=S)Nc2ccccc2Cl)c1
→ nt	nt	-2.1	0.0314
O=C1CC(N2CCOCC2)C(=O)N1c1ccc(Cl)cc1 (stereo not given)
→ nt	nt	-10.1	0.485
CCn1cc(C(=O)O)c(=O)c2cc(F)c(N3CCN(C(=S)Nc4ccc(OC)cc4)CC3)cc21
→ nt	nt	-8.7	0.492
